Screens deposited in PubChem BioAssay by several laboratories.
zfTRPN1 agonist – zebrafish TRPN1 channel agonists, primary screen, cell-based, HEK293, calcium fluorescence. transient receptor potential cation channel N1 (TRPN1/NompC), Danio rerio. HEK293 zebrafish TRPN1-YFP, Fluo-8 calcium fluorescence; 100% = response to 87 µM carbachol. activation, % at 3 µM. 0.18% of 220,000 active. AID 1424, 2008;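 active = activation above its plate's cutoff, the mean activation of test wells on that plate plus 3 SD, cut at about 19% in these data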;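 note: 0% = DMSO alone and 100% = 87 µM carbachol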
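Material – zebrafish TRPN1-YFP in HEK293 cells · Doses – 3 µM single point · Schedule – dye 1 h 37 °C plus 30 min RT · Signal – Fluo-8 calcium fluorescence, excitation 470-495 nm, emission 515-575 nm · Read-out – % activation versus carbachol response · Control set – carbachol high, DMSO low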
NPY-Y2 PAM-ag – NPY-Y2 potentiators or agonists, primary screen, cell-based | activation, % at 3.6 µM | cells expressing NPY-Y2, potentiator/agonist read-out | AID 1359, 2008 | 0.45% of 220,000 active | Neuropeptide Y receptor type 2 (Homo sapiens), P49146; in the data active = activation above about 27%;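 note: cells stimulated with NPY near EC25 plus isoproterenol at EC100; 0% = vehicle plus submaximal agonist and 100% = vehicle plus saturating agonist; some results beyond the cut were filed as inactive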
EP2 mod – EP2 receptor modulators, cAMP readout, primary screen, cell-based, HTRF cAMP, PGE2 stimulation; Prostaglandin E2 receptor EP2 subtype (Homo sapiens), P43116; EP2-expressing cells, cAMP HTRF FRET, PGE2 co-stimulation; induction, % at 25 µM; 0.83% of 260,000 active; AID 940, 2007;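 active = compounds whose cAMP rise, as percent of the full-agonist control response, exceeds 60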;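 note: rat C6 glioma line stably carrying human EP2 under a CMV promoter; the protocol text gives 20 µM as final concentration; 100% = response of wells given 1 µM PGE2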
Target sequence (P43116 whole entry, looked up): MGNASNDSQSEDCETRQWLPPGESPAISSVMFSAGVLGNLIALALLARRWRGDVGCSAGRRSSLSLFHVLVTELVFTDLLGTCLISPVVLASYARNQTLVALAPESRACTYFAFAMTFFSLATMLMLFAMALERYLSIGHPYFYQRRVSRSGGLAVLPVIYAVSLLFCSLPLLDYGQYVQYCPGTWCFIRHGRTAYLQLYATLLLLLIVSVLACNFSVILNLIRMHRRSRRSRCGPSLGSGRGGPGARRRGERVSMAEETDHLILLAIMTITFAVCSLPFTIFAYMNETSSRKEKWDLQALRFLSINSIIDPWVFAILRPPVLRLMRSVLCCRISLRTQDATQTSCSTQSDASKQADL
NPY Y1 blocker – NPY-Y1 receptor antagonists, primary screen, cell-based; HEK293-CNG Y1 cells, membrane potential fluorescence; NPY at EC95, then isoproterenol; inhibition, % at 3.6 µM; 1% of 200,000 active; AID 1040, 2008;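 active = inhibition above the campaign mean inhibition of all tested compounds plus 3 SD, cut at about 20% in these data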;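 note: 0% = DMSO wells given NPY plus isoproterenol and 100% = isoproterenol alone without NPY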
Target sequence (P25929 whole entry, looked up): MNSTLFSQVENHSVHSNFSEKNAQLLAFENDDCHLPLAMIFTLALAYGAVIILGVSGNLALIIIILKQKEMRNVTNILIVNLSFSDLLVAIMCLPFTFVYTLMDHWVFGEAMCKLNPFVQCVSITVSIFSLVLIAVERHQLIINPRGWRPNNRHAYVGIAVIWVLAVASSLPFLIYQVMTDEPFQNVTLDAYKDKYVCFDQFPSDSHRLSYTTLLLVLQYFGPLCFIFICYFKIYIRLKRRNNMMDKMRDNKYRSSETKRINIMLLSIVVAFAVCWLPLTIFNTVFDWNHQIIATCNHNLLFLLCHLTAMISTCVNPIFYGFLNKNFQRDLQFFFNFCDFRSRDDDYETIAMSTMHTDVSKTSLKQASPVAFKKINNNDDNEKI
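Benchmarks – high control isoproterenol alone, low control NPY with isoproterenol · Material – HEK293 Y1/CNG channel cell line · Times – dye 3 h, compound 60 min room temperature, stimulation 45 min · Probe or stimulus – NPY (25 nM), isoproterenol (1 µM), Ro 20-1724 (25 µM) · Evaluation – % inhibition of NPY effect · Signal – fluorescence, membrane potential probe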
S1P4 antagonist – S1P4 receptor antagonists, primary screen, cell-based; S1P4-expressing cells, antagonist mode, reporter read-out; inhibition, % at 4.98 µM; 0.26% of 220,000 active; in the data active = inhibition above about 29%;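 note: 0% = wells stimulated with agonist and 100% = vehicle wells without agonist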
NPY1 pot ag – NPY-Y1 receptor potentiators or agonists, primary screen, cell-based; NPY-Y1 expressing cells, potentiator/agonist activation; 0.37% of 220,000 active; activation, % at 3.6 µM; in the data active = activation above about 33%, passing the limit was not always enough;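 note: cells stimulated with NPY at EC10 then isoproterenol at EC100; 0% = low agonist plus stimulus and 100% = saturating agonist plus stimulus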
CHOP inhibitor – inhibitors of CHOP promoter induction, primary screen, cell-based, unfolded protein response, luciferase reporter; CHO-K1 CHOP-promoter luciferase, tunicamycin-induced, 15-18 h; inhibition, % at 10 µM; 3.8% of 220,000 active;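 active = compounds that reduced the stress-induced luciferase reporter signal by more than about 70% of percent inhibition, limit read from the data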;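 note: 0% = tunicamycin plus vehicle and 100% = wells without tunicamycin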
TRPML3 ag – human TRPML3 channel agonists, primary screen, cell-based, HEK293 TRPML3-YFP, Fluo-8 calcium fluorescence, 3 µM | Mucolipin-3 (Homo sapiens), Q8TDD5 | 100% = the carbachol control signal | activation, % at 3 µM | 0.29% of 220,000 active;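 active = activation above its plate's cutoff, the mean activation of the plate's test wells plus 3 SD, cut at about 12% in these data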;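 note: 0% = DMSO only wells and 100% = carbachol wells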
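system = HEK293 cells stably carrying human TRPML3-YFP | doses = one concentration, 3 µM nominal, 0.3% DMSO | timing = dye loading 1 h 37 °C then 30 min ambient, 125 s read | detection = Fluo-8 calcium dye fluorescence, ex 470-495, em 515-575 nm | benchmarks = high control carbachol 87 µM, low control DMSO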
S1P4 ag – S1P4 receptor agonists, primary screen, cell-based | AID 1509, 2009 | activation, % at 4.98 µM | Sphingosine 1-phosphate receptor 4 (Homo sapiens), O95977 | 0.35% of 220,000 active | S1P4-expressing cell line, agonist reporter assay; in the data active = activation above about 11%;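 note: 0% = DMSO vehicle and 100% = reference agonist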
Numbers without * were called inactive; · = no result given; & = joins results of further samples.

SMILES	zfTRPN1 agonist	NPY-Y2 PAM-ag	EP2 mod	NPY Y1 blocker	S1P4 antagonist	NPY1 pot ag	CHOP inhibitor	TRPML3 ag	S1P4 ag
CCC1(CC)Nc2ccccc2C(=O)N1c1ccc(NC(C)=O)cc1	0.5	2	-14	-3	-24	7	-4	1.0	-2.7
C/C(=C\C(=O)c1ccc(F)cc1)Nc1ccc(N2CCOCC2)cc1	1.0	0	-14	-6	-23	10	6	0.7	-1.6
CN(C)S(=O)(=O)NCCNC(=O)c1cc(OCC(F)(F)F)ccc1OCC(F)(F)F	0.8	-14	-2	4	-8	12	14	0.2	-1.2
C/C(CCC12CC3CC(CC(C3)C1)C2)=N\NC(N)=S	0.3	-1	38	2	16	-5	41	-0.1	-2.4
CCCCOc1ccc(NC(=O)CSCC(=O)OCC)cc1	-0.4	7	19	3	-13	0	-12	-1.2	-0.9
N#Cc1cn(CC(=O)N2CCCc3ccccc32)c2ccccc12	-0.6	2	-43	2	-10	-48	27	0.0	-0.6
CC1=CC(C)(C)NC(=O)N1c1ccc(C)cc1	-0.2	-5	-16	1	-2	17	13	0.9	-3.0
O=C1NC(NS(=O)(=O)c2ccccc2)(C(F)(F)F)C(=O)N1c1ccc(F)cc1 (stereo not given)	0.1	13	20	0	-8	12	20	0.7	3.2
COc1ccc(CC(NC(C)=O)C(=O)NC2CCN(S(=O)(=O)c3ccc(NC(C)=O)cc3)CC2)cc1OC (stereo not given)	0.8	-9	10	3	-3	9	14	0.5	0.5
Cc1ccc(NCc2nnc(SCC(N)=O)n2CC2CCCO2)c(C)c1 (stereo not given)	-0.5	-9	25	6	-14	9	0	0.8	-1.5
COCC1CCN(c2nc3nonc3nc2N2CCSCC2)C1 (stereo not given)	1.3	10	33	1	18	1	-8	0.8	-0.2
Cc1noc(C)c1S(=O)(=O)N(CC(=O)N1CCCCCC1)c1ccc(C(C)C)cc1	-0.6	0	2	1	-8	-1	42	-1.0	0.4
COc1ccc(N2CCN(CCNC(=O)c3c(C)cc(=O)oc3C)CC2)cc1	0.0	6	16	4	-1	-10	2	0.5	-1.6
COc1ccc(C(=O)Cc2ccccc2)cc1OC	0.0	10	18	-2	-16	-18	-4	0.5	0.1
COc1ccc(Cl)cc1S(=O)(=O)N1CCN(CC(=O)C(C)(C)C)CC1	1.4	10	0	-9	-13	0	39	0.1	1.1
Cc1cc(F)c(F)c(C(=O)N2CCN(C)CC2)c1Cl	1.1	-7	7	8	2	-11	2	0.9	0.9
O=C(NC(NC(=S)Nc1ccc(Cl)cc1)C(Cl)(Cl)Cl)c1ccco1 (stereo not given)	0.5	23	-5	-4	-30	-13	6	0.1	-4.0
Cc1oc(-c2cc(F)cc(F)c2)nc1CN1CCSCC1	-1.1	0	18	-1	-11	2	0	0.2	0.5
CC(C)CC(COCc1ccc(Cl)cc1)N1CCN(C(=O)c2ccc(Cl)cc2Cl)CCC1=O (stereo not given)	-0.9	-3	13	11	19	-38	21	-0.4	-0.9
C=CCNC(=S)Nc1cccc2[nH]ncc12	-1.1	4	-18	13	-9	-3	5	-0.4	-1.6
CCN1C(=O)c2cccc3c(S(=O)(=O)Nc4nc(C)cs4)ccc1c23	0.7	11	6	0	-5	-10	-14	1.1	-0.3
N/C(Cc1ccc([N+](=O)[O-])cc1)=N\OC(=O)CC1CCCCC1	-2.4	13	-41	2	-13	17	45	-0.5	1.6
COc1ccc(S(=O)(=O)N2CCCC2C(=O)NCc2ccccc2Cl)cc1 (stereo not given)	-0.1	9	-4&-23	-9	8	-1	-2	-0.1	-1.5
Cc1cc(OCc2nc(-c3ccncc3)no2)cc(C)c1Cl	2.0	-9	-75	6	-21	-18	33	0.3	0.9
CCC(=O)c1ccc(O)cc1	0.7	6	30	-4	-19	9	10	0.8	-1.5
(continued)
SMILES	zfTRPN1 agonist	NPY-Y2 PAM-ag	EP2 mod	NPY Y1 blocker	S1P4 antagonist	NPY1 pot ag	CHOP inhibitor	TRPML3 ag	S1P4 ag
Brc1ccc(-c2csc(/N=C/N3CCCC3)n2)cc1	3.7	-27	-31	32*	-26	-11	-1	2.2	0.6
COc1cc(OC)cc(C(=O)Nc2ccc(-c3nc4ccccc4o3)c(O)c2)c1	0.6	-25	3	1	-4	-45	33	0.4	1.4
O=C(O)c1cc(-c2ccc(/C=N/N3C(=O)C4C5C=CC(CC5)C4C3=O)o2)ccc1Cl (stereo not given)	1.3	-4	11	1	-7	-2	-12	0.6	-0.8
CC(CP(=O)(O)O)NC(=O)Cc1ccccc1 (stereo not given)	0.3	-1	11	-1	7	-15	-12	0.5	-1.1
COc1cc(/C=C(\C#N)c2nc3ccc(C)cc3[nH]2)cc([N+](=O)[O-])c1O	-0.3	-5	-33	-4	-2	-19	-18	0.0	1.0
CC(O)CNc1nc2ccccc2n1CC(=O)NCC(F)(F)F (stereo not given)	1.5	18	34	6	-24	-4	14	1.1	1.2
Cc1nc(SCC(=O)c2cccs2)c2oc3ccccc3c2n1	-0.1	-1	10	2	8	-44	47	0.6	-2.6
C/C(=N\NC(=O)CN(c1ccccc1)S(=O)(=O)c1ccccc1[N+](=O)[O-])C(C)(C)C	-0.5	-7	21	1	-8	6	37	-0.5	-1.7
CCc1c(C)nc2ncnn2c1N1CCC(C(=O)NCc2cccs2)CC1	0.4	-6	-41	-1	-13	-14	15	0.3	1.1
Cc1nonc1-c1ccc2c(c1)OCO2	0.0	-9	-8	·	15	-11	6	-0.7	-1.0
CC1(C)CC(=O)C2=C(C1)Nc1ccccc1NC2	1.0	8	7	-6	-2	-8	-7	0.5	-0.8
O=C(CNC(=O)c1ccc(N2C(=O)c3ccccc3C2=O)cc1)OCC(=O)c1ccc(Cl)cc1	1.5	1	-4	8	-3	14	18	1.0	0.9
CCN(CC(=O)NC(c1ccccc1)c1ccccc1)Cc1nc2ccccc2c(=O)[nH]1	-0.9	-8	20	-3	-14	14	-1	-1.7	-0.8
Cc1ccc2c(c1)NCC(C(=O)NC1CCCCC1)O2 (stereo not given)	-1.8	-2	-26	1	8	6	4	-0.4	-0.1
COc1ccc(-c2nnc(SCc3ccccc3F)o2)cc1	-0.7	-4	7	22*	8	-20	21	0.1	-0.2
c1coc(-c2nc3nc4ccccc4n3nc2-c2ccco2)c1	1.1	12	44	0	-2	-29	13	0.9	-2.8
O=C(NCCO)c1ccc(Oc2ccc(C(F)(F)F)cc2[N+](=O)[O-])cc1	0.7	5	6	-1	-5	-5	1	0.8	1.3
CCOc1cc(C2C(C(=O)OC)=C(C)N=C3SCCC(=O)N32)ccc1OC(C)=O (stereo not given)	0.7	17	17	-5	-12	10	6	0.0	0.0
O=C(CCCN1C(=O)/C(=C/c2ccccc2Cl)SC1=S)NNC(=O)c1ccc(Cl)cc1Cl	1.5	8	18	·	-15	-22	95*	0.5	0.8
COc1ccccc1/C=N\N=C(\N)c1ccccn1	0.6	9	-24	2	-6	11	-54	-0.1	1.4
CN(C)S(=O)(=O)c1ccc(C(=O)Nc2ccc(F)cc2F)cc1	1.7	-1	-8	-6	-16	-18	9	0.5	1.7
Cn1c(=O)c([N+](=O)[O-])c(NCCCn2ccnc2)c2ccccc21	0.8	-19	16	·	3	-5	11	1.3	1.1
O=C(c1ccc(F)cc1F)N1CCCN(c2nc(-c3ccccc3)ns2)CC1	3.6	-40	33	·	6	-29	2	2.8	1.2
CC1=C(C(=O)Nc2cccc([N+](=O)[O-])c2)C2(CCC(C)CC2)OC1=O (stereo not given)	-0.7	21	-41	-8	7	35	66	1.6	0.7
Cc1cccc(N=Nc2c(C)nn(-c3ccccc3)c2N)c1C	-0.5	2	-50	-5	4	5	34	-0.5	-0.8
New compounds follow.
SMILES	zfTRPN1 agonist	NPY-Y2 PAM-ag	EP2 mod	NPY Y1 blocker	S1P4 antagonist	NPY1 pot ag	CHOP inhibitor	TRPML3 ag	S1P4 ag
O=c1c2ccccc2c2ccccc2c(=O)n1Cc1ccco1	0.5	9	84*	-1	-24	2	45	0.5	0.5
CC1(C)C(=O)Nc2ccccc2N1C(=O)CSc1nc(-c2ccccc2)cs1	-0.2	-9	0	5	-16	-21	55	-0.1	2.1
COc1nc(NCCc2ccc(OC)c(OC)c2)nc(OC)n1	1.0	7	27	0	-9	-5	1	0.4	2.8
Cc1cc(NC(=O)c2cc(-c3ccc(O)cc3)on2)no1	-0.6	-9	-28	·	-5	14	15	0.6	0.2
Cc1cc(C)nc(NS(=O)(=O)c2ccc(NC(=O)Nc3ccccc3F)cc2)n1	0.1	-12	-10	·	3	15	15	0.6	1.1
COc1ccc(OC)c(S(=O)(=O)N2CCCCCC2)c1	-1.9	-4	-1	4	2	8	44	0.6	-0.6
CN(CCc1ccccn1)C1CC(=O)N(c2ccc(Cl)cc2)C1=O (stereo not given)	0.4	-20	0	-1	16	-14	-29	0.8	-1.9
CCOc1ccc(OCC)c(NC(=O)CSc2nc3c(c(=O)n(C)c(=O)n3C)n2C(C)C)c1	-2.7	5	-5	7	-25	-34	31	-0.5	0.5
Cc1nn(CC(=O)Nc2ccncc2)c(C)c1[N+](=O)[O-]	1.4	9	2	2	-7	-16	-6	0.9	-0.8
O=c1c2ccccc2nc(N/N=C/c2c(O)ccc3ccccc23)n1O	-2.5	-3	52	-6	-9	17	55	-1.0	0.4
O=C(OCn1ncc(Cl)c(Cl)c1=O)c1ccccc1Cl	-0.7	-6	18	2	18	-8	107*	-0.3	-7.8
CN1CCN(NC(=O)CN2C(=O)S/C(=C\c3c(Cl)cccc3Cl)C2=O)CC1	0.7	-5	-2	7	4	-2	21	0.6	1.8
CN(CC(=O)Nc1cccc2c1CCCC2)S(=O)(=O)c1ccccc1	0.4	0	21	3	12	1	22	-0.9	0.7
